ERG-DNA inh = ERG Ets/DNA interaction inhibition; P11308; fluorescence polarization, His-ERG Ets domain / labelled DNA; 370,000 compounds, 0.028% hits; Potency, µM (series often up to 76.9 µM), for the others: at the top dose FP activity, negative = inhibition, actives largely listed as inhibitors; active = well fitted inhibition curve with a large enough effect in the polarisation, with a control signal flat; inconclusive = small, poorly fitted or top-dose-only effect, or effect the other way, or a change in a side signal; inactive = no such curve, though single readings can be large or run the other way; the % refers to the polarisation;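 note: polarization taken with two DNA probes labelled with fluorescein and Texas red; potency is the fitted concentration of half-maximal effect; % of control where 0% means no effect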
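His-tagged ERG Ets domain (1 uM in the protein solution; 300mM KCl, 50mM Tris-HCl, 1mM EDTA, 1mM DTT, pH 7.5) received compound, then a probe mix of 5 nM fluorescein-DNA and 100nM Texas-615-DNA. Fluorescence polarization was read for both dyes.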
12-LOX inh = blocks human arachidonate 12S-lipoxygenase; purified 12hLO, xylenol orange hydroperoxide absorbance; Potency, µM (top dose mostly 108 µM), for the others: at the top dose activity change, negative = inhibition, hits mostly inhibitors; 580,000 compounds, 1.1% hits; AID 1671190; note: potency is the fitted concentration of half-maximal effect; % is set by controls: 0 for no effect and ±100 for the full control effect
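Hydroperoxide product was detected by ferrous iron/xylenol orange as the 573 to 405 nm absorbance ratio. Arachidonic acid at 40 uM (final) was turned over for 30 min at room temperature by 150 nM human 12hLO, pH 7.0 Hepes buffer, after 15 min compound preincubation.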
Pol beta inh = DNA polymerase beta (human) inhibition | P06746 | Pol beta primer extension/strand displacement, fluorescence kinetic | Potency, µM (titrated, usually from 114 µM), inactives show at the highest dose activity change, negative = inhibition, most hits filed as inhibitors | 340,000 compounds, 1.3% hits | AID 485314; note: potency is the fitted concentration of half-maximal effect; % is set by controls: 0 for no effect and ±100 for the full control effect
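Values derive from four-parameter Hill fits of normalized kinetic data: reads at 0 and 10 min following addition of 50 nM substrate to 10 nM Pol beta preincubated 15 min with compound.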
RGS4 inh = inhibitors of human regulator of G protein signaling 4; P49798; Transcreener GDP fluorescence polarization, RGS4-accelerated GTP hydrolysis; Potency, µM (titrated, usually from 114 µM), inactives show at the top dose activity change, negative = inhibition, actives largely listed as inhibitors; 390,000 compounds, 0.039% hits; note: potency is the fitted concentration of half-maximal effect; % is set by controls: 0 for no effect and ±100 for the full control effect; nearly all actives have a fitted effect of over 75% in size; some results filed as inactive show a strong effect at the top dose
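MLSMR compounds (23 nl, pin-transferred) preincubated 10 min at room temperature with a 500nM (2x) first reagent, then RGS4 at 900nM (2x) plus Transcreener GDP mix added; fluorescence polarization (620/688 nm) read before and after 90 min at 30 °C.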
Pol eta inh = DNA polymerase eta (human) inhibition. recombinant Pol eta, fluorescent DNA replication assay. Potency, µM (series often up to 114 µM), without a hit: at the top dose activity change, negative = inhibition, most hits filed as inhibitors. 390,000 compounds, 1.2% hits. Q9Y253; note: potency is the fitted concentration of half-maximal effect; % is set by controls: 0 for no effect and ±100 for the full control effect
Target sequence (Q9Y253 whole entry, looked up): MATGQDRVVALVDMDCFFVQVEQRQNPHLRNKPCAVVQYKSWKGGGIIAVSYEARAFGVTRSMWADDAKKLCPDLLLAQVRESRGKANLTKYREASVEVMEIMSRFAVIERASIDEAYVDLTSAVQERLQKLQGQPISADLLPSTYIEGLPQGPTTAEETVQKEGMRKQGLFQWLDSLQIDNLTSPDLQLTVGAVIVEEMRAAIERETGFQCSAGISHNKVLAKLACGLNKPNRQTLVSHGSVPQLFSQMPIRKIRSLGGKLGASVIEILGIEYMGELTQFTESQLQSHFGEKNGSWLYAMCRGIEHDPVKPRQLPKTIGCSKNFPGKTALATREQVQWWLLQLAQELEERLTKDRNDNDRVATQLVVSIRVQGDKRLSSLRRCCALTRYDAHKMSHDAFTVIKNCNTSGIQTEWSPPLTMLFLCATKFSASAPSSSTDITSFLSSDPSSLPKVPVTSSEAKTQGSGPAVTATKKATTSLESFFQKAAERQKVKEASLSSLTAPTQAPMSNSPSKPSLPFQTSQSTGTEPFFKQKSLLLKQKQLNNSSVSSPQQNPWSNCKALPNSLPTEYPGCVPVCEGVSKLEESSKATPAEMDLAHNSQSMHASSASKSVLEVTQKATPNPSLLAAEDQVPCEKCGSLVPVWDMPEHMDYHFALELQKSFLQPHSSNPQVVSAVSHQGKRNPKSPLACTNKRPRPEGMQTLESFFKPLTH
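Pol eta at 10 nM preincubated with compounds 15 min at room temperature; reaction started with fluorescent substrate (50 nM final) and read kinetically at 0 and 10 min.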
LDHA inh = blocks human lactate dehydrogenase A. P00338. purified LDHA, NADH/diaphorase-resazurin fluorescence; hits give low values. activity change, % (values are at about 110 or 230 µM). 480,000 compounds, 0.15% hits; in the data active = activity change below about -30%; inconclusive = mostly about -25% to -30%;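 note: plate controls were DMSO wells for no effect and wells without enzyme for full effect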
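LDH5 2 nM; NADH 0.06 mM, pyruvate 0.2 mM; 200 mM Tris pH 7.4, EDTA, Tween-20; 5 min RT. Detection: diaphorase 0.133 mg/mL + resazurin 37 µM, fluorescence ex540/em590 at 0 and 20 min; normalized to enzyme-free and DMSO wells.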
APEX1 inh = APE1 (human) endonuclease inhibition; P27695; recombinant APE1, TAMRA/BHQ-2 abasic DNA cleavage fluorescence; Potency, µM (top dose mostly 65.8 µM), for the others: at the highest dose activity change, negative = inhibition, actives largely listed as inhibitors; 350,000 compounds, 0.35% hits;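 note: potency is the fitted concentration of half-maximal effect; plate controls were vehicle for no effect and reference inhibitor for full effect; nearly all actives have a fitted effect of over 55% in size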
Target sequence (P27695 whole entry, looked up): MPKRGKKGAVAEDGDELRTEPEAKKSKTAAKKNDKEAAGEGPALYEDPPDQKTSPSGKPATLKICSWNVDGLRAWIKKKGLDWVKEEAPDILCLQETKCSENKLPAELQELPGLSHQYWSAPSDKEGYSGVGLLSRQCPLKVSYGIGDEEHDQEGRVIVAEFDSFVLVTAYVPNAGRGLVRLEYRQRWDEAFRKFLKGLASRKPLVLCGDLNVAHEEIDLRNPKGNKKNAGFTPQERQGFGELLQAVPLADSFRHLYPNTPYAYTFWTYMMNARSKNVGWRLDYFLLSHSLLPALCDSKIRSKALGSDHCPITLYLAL
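Substrate: short duplex with […] THF abasic site, 5'-TAMRA and 3'-BHQ-2, 50 nM final. APE1 at 0.75 nM, preincubated 15 min RT with compound. Fluorescence increase from first to third read measured activity.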
Anesthetic bind = candidate novel general anesthetic via apoferritin binding | P02791 | apoferritin/1-aminoanthracene competitive binding, fluorescence | Potency, µM (series often up to 77.5 µM), for inactives: at the top dose activity change, negative = displacement, hits mostly inhibitors | 350,000 compounds, 0.074% hits | AID 485281; note: potency is the fitted concentration of half-maximal effect; % is set by controls: 0 for no effect and ±100 for the full control effect; nearly all actives have a fitted effect of over 20% in size
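Horse-spleen apoferritin (10 uM) in 50% saturated 1-aminoanthracene in PBS was incubated 10 min at room temperature with compound. Fluorescence (ex 380, em 535 nm) was normalized to free and bound 1-AMA, with concentration-response fitted by a four-parameter Hill equation.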
Pol kappa inh = DNA polymerase kappa (human) inhibition; Q9UBT6; purified Pol kappa, fluorescent DNA synthesis assay, 10 min; Potency, µM (top dose mostly 107 µM), for the others: top-dose activity, negative = inhibition, usual class: inhibitors; 400,000 compounds, 0.53% hits; AID 588579; note: potency is the fitted concentration of half-maximal effect; % is set by controls: 0 for no effect and ±100 for the full control effect
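Readout: fluorescence, taken kinetically at 0 and 10 min. Conditions: 10 nM Pol kappa, 15 min RT compound preincubation, 50 nM substrate final. Controls: enzyme-free buffer wells.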
An asterisk follows results filed as active; ? = inconclusive; . = not tested or not shown; & = joins results of further samples; [ ] = another dose, or the depositor's remark. Unless noted, calls come from the whole dose curve; as a rule, active = well fitted curve in the direction sought with a large enough effect; inconclusive = small, poorly fitted or top-dose-only effect, or another doubt; inactive = no such curve, though single readings can be large; an effect the other way counts as inactive or inconclusive. Some of the compounds tested; count on the stated rates, not on these rows.

# | Structure | ERG-DNA inh | 12-LOX inh | Pol beta inh | RGS4 inh | Pol eta inh | LDHA inh | APEX1 inh | Anesthetic bind | Pol kappa inh
1 | COc1ccc2cc(C(=O)C3CCCN(C(=O)/C=C/c4ccccn4)C3)ccc2c1 (centres undefined) | 7% | -12% | -12% | -42% | -18% | 7 | 5% | -1% | 2%
2 | Cc1cccc(NC(=O)CSc2ncnc3sc(C)c(C)c23)n1 | 22% | -14% | ? | -34% | ? | -2 | -13% | -19% | -25%
3 | Cc1ccc(S(=O)(=O)N2CCN(CCOc3c(Cl)cccc3Cl)CC2)cc1C | 1% | 202%[activator] | . | -3% | -20% | 1 | -18% | . | -4%
4 | O=C(CNCc1ccc(F)cc1)Nc1ccccc1[N+](=O)[O-] | ? | 1% | -11% | -20% | -23% | -1 | 4% | -24% | -7%
5 | CCN(CC)CCNC(=O)c1ccc(CSc2nc3ccncc3n2Cc2cccc(F)c2)cc1 | -3% | ? | 21% | -19% | -6% | 1 | . | -9% | -1%
6 | COc1ccc(-c2ccnc3c(C(=O)O)cnn23)cc1 | 5% | ? | 24% | 20% | 0% | -2 | -4% | 78%[activator] | 0%
7 | CC(OC(=O)c1ccc(-n2cnnn2)cc1)C(=O)Nc1ccccc1[N+](=O)[O-] (centres undefined) | 1% | -1% | . | -12% | -17% | -5 | -11% | . | -3%
8 | COc1ccc(-n2c(SCC(=O)Nc3cc(C)on3)nc3c(c2=O)SCC3)cc1 | 7% | -3% | -13% | -23% | -3% | 0 | -1% | 10% | 8%
9 | O=C(NCCC1=CCCCC1)C(=O)NCC1OCCCN1S(=O)(=O)c1cc(F)ccc1F (centres undefined) | -3% | 2% | -1% | 13%[11.4 µM] | -27% | -3 | -2% | -22% | -15%
10 | COc1ccc(/C=C/C(=O)NC2CCCCC2C)cc1 (centres undefined) | 0% | -7% | 15% | -10% | -15% | -2 | 2% | -16% | 1%
11 | O=C(Nc1ccc(Cl)cc1)C1CC2CCCC(C1)C2=O (centres undefined) | 0% | ? | 8% | 24% | -13% | -20 | -2% | -13% | -12%
12 | COC(=O)c1cc2occc2n1CC(=O)Nc1ccc(OC)c(OC)c1 | . | -9% | 15% | -5% | -7% | -6 | 11% | -6% | -13%
13 | COc1ccccc1C1CC(c2c(-c3ccccc3)c3cc(Cl)ccc3[nH]c2=O)=NN1S(C)(=O)=O (centres undefined) | -19% | -3% | 1% | 22% | -2% | -2 | 2% | -12% | -8%
14 | CCOC(=O)c1ccc(N(C(=O)c2ccco2)C(C(=O)NC2CCCCC2)c2ccncc2)cc1 (centres undefined) | 7% | 12% | 41% | -1% | -13% | -2 | 10% | -7% | -5%
15 | Nc1cccc(C#Cc2ccc3c(=O)c4ccccc4oc3c2)c1 | 9% | -2% | . | -11% | -18% | -2 | 30% | . | 11%
16 | COC(=O)c1ccccc1NC(=S)N(Cc1ccc2c(c1)OCO2)Cc1cc2ccc(C)cc2[nH]c1=O | 2% | ? | ? | -29% | -17% | 2 | -1% | -12% | -3%
17 | Cc1ccccc1S(=O)(=O)/N=C(/c1ccccc1)N1CCOCC1 | 0% | -4% | 39% | ? | -14% | -9 | 16% | -2% | 8%
18 | O=C(Nc1ccccc1)c1nc[nH]c1C(=O)NCCCNC(=O)c1[nH]cnc1C(=O)Nc1ccccc1 | -5% | 7% | . | -1% | -13% | -14 | -11% | . | 0%
19 | CCN(CCNc1ccc(Cl)cc1[N+](=O)[O-])C(=O)c1cc([N+](=O)[O-])c(N(C)C)cc1OC | -8% | -20% | 2% | -4% | -16% | -3 | 0% | -9% | 1%
20 | O=C1CC(c2ccccc2)Cc2nc(N3CCc4ccccc43)ncc21 (centres undefined) | . | 0% | . | -45% | -5% | -3 | . | . | -3%[60.1 µM]
21 | CCN(CC)C(=O)/C(=C\c1ccncc1)NC(=O)c1ccccc1 | 9% | -7% | 14% | 6% | -7% | -8 | 0% | -3% | -12%
22 | CCN(CC(=O)NCc1cccs1)S(=O)(=O)c1ccc(NC(C)=O)cc1 | -15% | -1% | 3% | -20% | -8% | -3 | -3% | 0% | 1%
23 | COc1ccc(N(CC(=O)NCc2ccc(C)cc2)S(=O)(=O)c2c(C)nn(C)c2C)cc1 | -2% | ? | 41% | -17% | -7% | -4 | 10% | -4% | -14%
24 | Cc1ccc(C(=O)OCC(=O)NC2CCCC2)cc1 | 8% | -20% | 35% | 8% | -7% | -2 | -6% | 3% | 2%
25 | CN1CCCc2cc(C#N)c(=O)[nH]c21 | 4% | -19% | 10% | -18% | -9% | 4 | 7% | 20% | 0%
26 | O=C(NC(C(=O)c1ccccc1)c1ccccc1)c1ccccc1 (centres undefined) | 0% | ? | . | -2% | -19% | -7 | . | . | -2%
27 | COc1cc(/C=C/C(=O)OC(C)C(=O)Nc2ccc(Cl)cn2)ccc1OC(F)F (centres undefined) | 4% | -7% | . | -13% | ? | -2 | -6% | . | -13%
28 | COC(=O)[C@@]1(C)[C@H]2C(=O)N(Cc3ccccc3)C(=O)[C@H]2[C@H]2CN=C(SCc3ccc(C#N)cc3)N21 | -6% | -3% | . | -6% | -18% | 2 | 40%[activator] | . | 13%
29 | CC(C)[C@@H](C(=O)N1CCNCC1)n1cc(CCO)nn1 | -6% | ? | 17% | 2% | -4% | -3 | ? | 1% | 3%
30 | COC(=O)c1c(NC(=O)C(C)C)sc(C(=O)N2CCOCC2)c1C | -13% | -6% | 1% | -41% | 1% | -8 | 59%[activator] | 1% | 2%
31 | Cc1ccc2oc(=O)n(Cc3ccc(F)cc3)c2c1 | 4% | . | 77% | 13% | -13% | -3 | 19% | -13% | 10%
32 | CC1=CC2=NC(=O)/C(=C/c3cccs3)C(=N)N2O1 | 14% | 4% | -22% | -3% | 2% | -8 | -2% | 3% | -8%
33 | Cc1ccc(CNS(=O)(=O)c2cc3c4c(c2)C(C)C(=O)N4CCC3)cc1 (centres undefined) | 6% | -18% | 31% | 12% | -7% | 1 | 54%[activator] | 2% | -1%
34 | C[C@]1(C(=O)NCc2cc(F)cc(C(F)(F)F)c2)C=C[C@@H](Cc2ccccc2)N1C(=O)c1ccccc1 | -4% | -5% | 12% | 11% | -18% | -9 | 7%&-6% | -16%&-9% | -13%
35 | CCCNC(=O)CCCCn1c(=S)[nH]c2c([nH]c3ccc(OC)cc32)c1=O | -9% | 7% | 4% | -76%[56.9 µM] | -2% | 1 | 8% | -2% | -5%
36 | O=C1/C(=C/c2ccncc2)SC(=S)N1Cc1ccccc1 | 27% | ? | -1% | ? | -15% | 8 | -4% | -11% | -11%
37 | CS(=O)(=O)c1nc2ccccc2n1Cc1ccccc1 | 2% | -19% | -1% | 4% | -15% | -8 | -1% | -12% | 0%
38 | Cc1nn(C)c(C(=O)Nc2ccc(Cn3cccn3)cc2)c1[N+](=O)[O-] | 1% | -1% | 30% | 13% | -9% | -7 | -2% | -10% | -1%
39 | c1ccc(-n2nnnc2NC2CCCCCC2)cc1 | . | 10% | 1% | -8% | -9% | -7 | -2% | 0% | -3%
40 | CC(C)c1c(C(=O)N/N=C/c2ccoc2)nnn1-c1nonc1N | 7% | -15% | 2% | -1% | -6% | 2 | 52%[activator] | -17% | 7%
41 | COc1ccccc1C(=O)NCC(c1ccco1)N1CCc2ccccc21 (centres undefined) | 10% | ? | . | -7% | -18% | 0 | -9% | . | -6%
42 | COc1ccc2nc(N3C(=O)C(O)=C(C(=O)c4ccco4)C3c3ccccc3OC)sc2c1 (centres undefined) | 11% | ? | 7% | 7% | -5% | 0 | 16% | -12% | -18%
43 | O=C(COC(=O)c1cncc(Br)c1)NC1CCCCC1 | 5% | 3% | 23% | -10% | -9% | -1 | 0% | -19% | 5%
44 | Cn1nc(C(=O)NCCc2ccc(S(N)(=O)=O)cc2)c2ccccc2c1=O | 5% | -4% | -11% | -8% | -13% | -1 | -3% | 5% | 14%
45 | Cc1cc(Nc2cccc(Cl)c2Cl)n2ncnc2n1 | -4% | -22% | 18% | -9% | -14% | 1 | -5% | -20% | 1%
46 | Cc1[nH][nH]c(=O)c1C(c1cc([N+](=O)[O-])ccc1O)c1c(C)[nH][nH]c1=O | -3% | -14% | 5% | -30% | -3% | 11 | 1% | 1% | -2%
47 | Cc1ccc(NC(=S)N2CCN(c3ncccn3)CC2)c(C)c1 | 5% | 1% | 0%[57.1 µM] | -6% | -19% | -3 | 1% | 6% | -3%
48 | COC(=O)c1ccc(C(=O)OC)c(NS(=O)(=O)c2ccc(NC(C)=O)cc2)c1 | . | -4% | 7% | 2% | -10% | -1 | -2% | 66%[activator] | 1%
49 | CCN1CCN(C(=S)Nc2ccc(Cl)c(Cl)c2)CC1 | -4% | -10% | 22% | -26% | -9% | -2 | -9% | -9% | -15%

Three of the entries above in order of their number in RGS4 inh, ascending:
No.	compound	ERG-DNA inh	12-LOX inh	RGS4 inh	Pol eta inh	APEX1 inh	Pol kappa inh
44	Cn1nc(C(=O)NCCc2ccc(S(N)(=O)=O)cc2)c2ccccc2c1=O	5%	-4%	-8%	-13%	-3%	14%
48	COC(=O)c1ccc(C(=O)OC)c(NS(=O)(=O)c2ccc(NC(C)=O)cc2)c1	.	-4%	2%	-10%	-2%	1%
42	COc1ccc2nc(N3C(=O)C(O)=C(C(=O)c4ccco4)C3c3ccccc3OC)sc2c1 (centres undefined)	11%	?	7%	-5%	16%	-18%

Screens (PubChem)
